Screening data from PubChem.
HTRA1 inh: inhibitors of human serine peptidase HTRA1. Q92743. recombinant HTRA1, FP-rhodamine activity-based probe, fluorescence polarization. inhibition, % at 5.96 µM. 340,000 tested, 0.5% active. AID 504803; in the data active = inhibition above about 36%;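 note: 0% = enzyme with DMSO and 100% = wells lacking enzyme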
mABHD4 FP: ABHD4 (mouse) inhibition, primary FP screen; 370,000 tested, 0.54% active; inhibition, % at 8.92 µM; purified mABHD4, FP-Rh probe fluorescence polarization; Q8VD66; AID 720543;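 active = inhibition exceeding the mean over every tested compound plus 3 SD, cut at about 30% in these data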;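 note: 0% = plate median of compound wells and 100% = S159A mutant with DMSO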
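Test system: mouse ABHD4 enzyme, wild type. Reagent: FP-Rh fluorescent activity-based probe, added after compound pre-incubation. Timing: pre-incubation 45 min, probe exposure 60 min, at 25 °C. Technique: FP readout, ex 525 nm / em 598 nm. Benchmarks: high control S159A mutant with DMSO, low control median of compound wells.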
PRMT1 inh: PRMT1 (human) inhibition, primary screen | 370,000 tested, 1.3% active | AID 652257 | inhibition, % at 2.79 µM | recombinant PRMT1, activity-based probe fluorescence polarization | Q99873;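 active = inhibition above about 21% made by adding two undisclosed values, limit read from the data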
Target sequence (Q99873 whole entry, looked up): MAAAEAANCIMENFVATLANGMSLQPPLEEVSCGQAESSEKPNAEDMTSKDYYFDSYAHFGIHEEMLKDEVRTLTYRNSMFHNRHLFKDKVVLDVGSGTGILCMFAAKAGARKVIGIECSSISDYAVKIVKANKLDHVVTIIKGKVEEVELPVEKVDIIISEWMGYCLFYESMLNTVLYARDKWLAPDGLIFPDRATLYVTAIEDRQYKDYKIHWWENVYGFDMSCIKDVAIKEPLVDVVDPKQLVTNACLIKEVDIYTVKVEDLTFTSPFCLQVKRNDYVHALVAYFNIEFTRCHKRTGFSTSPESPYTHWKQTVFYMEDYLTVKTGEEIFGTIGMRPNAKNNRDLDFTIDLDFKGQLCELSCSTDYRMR
rCAG RNA binder: molecules binding r(CAG) RNA repeats. r(CAG) RNA repeat, TO-PRO-1 dye displacement fluorescence. inhibition, % at 3 µM. 370,000 tested, 1.3% active. AID 651821;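 active = inhibition above the plate cutoff, the mean of all test compounds on that plate plus 3 SD, cut at about 35% in these data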;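 note: 0% = DMSO alone and 100% = 100 µM mitoxantrone as full dye displacement; higher means more dye released from RNA so lower well fluorescence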
SIAE primary: blocks human sialic acid acetylesterase | 370,000 tested, 0.69% active | SIAE FP-Rh probe binding, fluorescence polarization | inhibition, % at 9.66 µM | Q9HAT2;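 active = inhibition above a cutoff: mean of compounds within the control limits plus 3 SD of those, cut at about 17% in these data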;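 note: 0% = plate median of compound wells and 100% = probe without SIAE protein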
TDP2 inh: blocks human TDP2 phosphodiesterase activity; O95551; recombinant TDP2, T5PNP hydrolysis, p-nitrophenol absorbance 415 nm; inhibition, % at 12.8 µM; 370,000 tested, 0.34% active;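 active = inhibition above the mean of all tested compounds plus 3 SD, set per campaign, cut at about 25% in these data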;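 note: 0% = DMSO with enzyme and 100% = buffer with substrate but no TDP2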
Target sequence (O95551 whole entry, looked up): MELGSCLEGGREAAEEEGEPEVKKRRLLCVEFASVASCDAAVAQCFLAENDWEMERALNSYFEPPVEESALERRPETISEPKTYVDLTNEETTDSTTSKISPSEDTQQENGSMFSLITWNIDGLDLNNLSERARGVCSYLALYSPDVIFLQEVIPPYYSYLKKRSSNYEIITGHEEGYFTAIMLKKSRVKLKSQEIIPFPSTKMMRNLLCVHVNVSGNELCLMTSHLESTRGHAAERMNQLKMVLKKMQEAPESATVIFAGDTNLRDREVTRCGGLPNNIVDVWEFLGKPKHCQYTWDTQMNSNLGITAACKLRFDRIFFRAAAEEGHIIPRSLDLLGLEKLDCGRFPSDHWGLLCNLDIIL
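Read-out basis: percent inhibition. System: recombinant human TDP2. Buffer or medium: Mg2+-containing Tris-HCl buffer, pH 7.5. Repeats: single replicate. Timing: reaction 2 h, 37 °C. Benchmarks: high control without enzyme, low control DMSO plus TDP2. Probe or stimulus: 5 mM T5PNP. Doses: 12.8 µM only. Measured by: epi absorbance of p-nitrophenol freed from T5PNP by hydrolysis.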
NR1D1 modulator: modulators of human Rev-erb alpha DNA binding. activity, % at 10 µM. P20393. Rev-erbα–FITC-DNA binding, fluorescence polarization, 90 min. 370,000 tested, 0.79% active;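 active = activity above about 14%, limit read from the data; passing the limit was not always enough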;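 note: 0% = DMSO wells with 35 nM protein and 100% = DMSO wells with 750 nM protein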
PG9 binder: binds the HIV-1 gp120 antibody PG9; AID 624416; inhibition, % at 6.7 µM; 360,000 tested, 0.43% active; TR-FRET gp120-PG9 antibody binding; in the data active = inhibition above about 8.5%
TCR CD3 inh: inhibitors of human TCR-CD3 interaction. TAMRA-labeled TCR probe fluorescence, biochemical. inhibition, % at 9.4 µM. 360,000 tested, 0.37% active. AID 651800; in the data active = inhibition above about 19%;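 note: recombinant mutant TCR 2C K166C tagged with TAMRA read by polarization; 0% = receptor in buffer alone and 100% = receptor with positive control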
LEDGF integ inh: blocks HIV-1 LEDGF/p75-dependent DNA integration; TR-FRET IN-LEDGF/p75 DNA integration, Eu/Cy5; inhibition, % at 3.7 µM; 370,000 tested, 0.64% active;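 active = inhibition above the screen-wide mean plus 3 SD, cut at about 13% in these data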;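 note: signal is the Cy5 over europium emission ratio at 671 and 618 nm; 0% = plate median of compound wells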
Starred values were filed as active, the others as inactive; . = no result given. Only part of the results is shown (hit frequency here may not be typical).

#	SMILES	HTRA1 inh	mABHD4 FP	PRMT1 inh	rCAG RNA binder	SIAE primary	TDP2 inh	NR1D1 modulator	PG9 binder	TCR CD3 inh	LEDGF integ inh
1	CC(C)N(CCn1c(SCC(=O)N2CC(=O)Nc3ccccc32)nc2ccccc2c1=O)C(C)C	-12	6	0	-7	-7	-6	6	1.1	2	-4
2	CCOC(=O)C1(C)CCCCCN1C(=O)c1ccccc1F (configuration not stated)	.	-3	-2	3	0	1	-3	0.8	11	2
3	CC(=O)/C(=C\N(C)C)Sc1ccc(C)cc1	.	-3	0	-1	1	7	-3	-2.3	8	6
4	C=CCN=C1CC(C)(C)C(C(=O)OC)C(O)=C1C(=O)CCC (configuration not stated)	2	1	2	-7	-2	1	2	0.2	0	-3
5	CCCCC(CCCCl)C(=O)Nc1ccccc1 (configuration not stated)	-4	2	-7	12	-2	-6	0	-1.4	6	-3
6	O=C(Nc1cccc(Cl)c1Cl)c1cc(S(=O)(=O)NCCc2ccccc2)ccc1F	-23	-7	0	7	5	1	-5	-3.2	6	7
7	CC(=O)c1ccc(N2CCN(C(=O)C(=O)c3cn(CC(=O)N4CCCCCC4)c4ccccc34)CC2)cc1	-7	3	1	2	0	5	-2	1.2	11	-3
8	O=C(CN1CCCC1c1cccs1)Nc1cccc(S(=O)(=O)N2CCCC2)c1 (configuration not stated)	-5	-6	4	8	-8	-9	11	1.7	-5	4
9	Cc1cc(C)cc(NC(=S)N(C)C)c1	5	4	-5	2	3	-6	-2	-0.2	7	2
10	N#Cc1ccc(-c2csc(NNC(=O)c3ccccc3)n2)cc1	4	-5	14	7	-6	1	0	-1.0	9	2
11	Cc1ccc(Cn2cc(CN3[C@H](Cc4ccccc4)COc4cc(Br)ccc4S3(=O)=O)nn2)cc1	.	1	-3	5	-4	-2	-7	.	.	-4
12	CCN1C[C@@H]2[C@@H]3C(=O)N(Cc4ccccc4)C(=O)[C@@H]3[C@](C)(C1=O)N2C(=O)c1ccc(F)cc1	0	3	1	-6	-3	9	5	-0.2	1	-2
13	CCN1C(=O)[C@H]2[C@@H](c3ccc(C)cc3)N3C(=O)N(c4ccc(C(F)(F)F)cc4)C(=O)[C@@]3(CC)[C@H]2C1=O	7	-1	2	0	11	17	6	1.8	2	-4
14	O=C(CSc1nc2ccccc2o1)NN=C/C=C/c1ccccc1	.	5	15	9	4	-10	1	.	.	4
15	COC(=O)C(=C/C=C/c1cccnc1)C(=O)OC	5	-10	-3	1	-7	-11	0	-1.4	4	6
16	Cc1onc(-c2ccccc2)c1C(=O)OCC(=O)N(C)c1c(N)n(Cc2ccccc2)c(=O)[nH]c1=O	2	15	0	0	3	-7	1	0.9	-6	-3
17	COc1ccc(NC(=O)COc2ccc(C(=O)NCc3cccnc3)cc2OC)cc1	-6	3	-3	2	-5	-1	-2	-0.2	1	1
18	Cc1ccc(NC(=O)C2CCN(C(=O)NC3CCCCC3)CC2)cc1Cl	1	2	0	-4	-1	-7	3	1.2	-4	-4
19	Cc1nc(NC(=O)C2CC2)sc1C(=O)NC1CCCCC1	.	-2	0	-2	-8	8	5	0.2	7	1
20	COCCNC(=O)/C(=C/c1ccccc1Cl)c1ccccc1	6	-5	0	-2	-3	7	-3	-0.4	-7	-2
21	CCCC(=O)NC(c1ccccc1)c1ccc2cccnc2c1O (configuration not stated)	47*	15	0	6	17	-21	-5	-0.4	-8	-3
22	CCN(Cc1ccccc1)C(=O)c1cc2cc(OC)c(OC)cc2[nH]1	7	5	2	-1	-2	-7	9	-0.6	-5	-6
23	Cc1ccc[n+](C(C)C(=O)c2ccc(Cl)cc2)c1 (configuration not stated)	-2	-3	0	0	3	-4	4	-1.6	-7	0
24	Nc1nonc1-n1nnc(C(=O)c2ccccc2)c1-c1ccccc1	-16	-9	1	1	6	-1	2	-1.4	10	-3
25	CCOc1ccc(Nc2nc(Cc3nnc(SCC(=O)NC4CCCC4)n3C)cs2)cc1	1	-5	0	-2	19*	-3	-2	-3.8	7	-1
26	COc1ccc(OCC(O)CN2CCC(CN3C(=O)c4cccc5cccc(c45)C3=O)CC2)cc1 (configuration not stated)	-1	-1	-3	-4	2	-12	-8	-1.5	-2	3
27	CCn1c(SCC(=O)Nc2cc(C)on2)nnc1-c1ccc(S(=O)(=O)N2CCN(C)CC2)cc1	6	3	-3	-7	10	13	-2	-0.2	-7	18*
28	COc1ccc(CC(=O)NNS(=O)(=O)c2cccc([N+](=O)[O-])c2)cc1OC	-3	1	0	3	3	3	-2	-1.0	6	1
29	CCN(C(=O)c1cc(S(=O)(=O)N2CCc3ccccc32)cn1C)c1ccccc1	-8	-3	-2	2	0	0	8	-0.2	1	-4
30	CN1CCN(NC(=O)c2cccc(S(=O)(=O)N3CCCCCC3)c2)CC1	12	-1	1	-3	1	11	6	0.8	5	0
31	CC1=NN(S(=O)(=O)c2ccc(F)cc2)C(=O)c2ccccc2O1	-3	2	2	-1	-5	4	-5	0.6	6	0
32	COc1ccc(C(=O)CN2C(=O)NC(C)(c3ccccc3)C2=O)cc1OC (configuration not stated)	1	-1	3	3	5	6	0	0.6	9	2
33	O=C(NC1(O)C(=O)c2ccccc2C1=O)c1c(Cl)cccc1Cl	.	-1	5	-1	-4	71*	-2	-0.8	-10	-3
34	O=C(CCc1ccc(S(=O)(=O)NCCc2ccccc2)cc1)Nc1ccc2c(c1)OCCO2	-7	-4	-1	0	-1	-11	3	-1.8	-3	-3
35	CCN(CC)CCOc1ccc2c(c1)C(=NO)c1cc(OCCN(CC)CC)ccc1-2	-1	-4	-2	4	2	11	1	-0.5	-2	-2
36	Cn1c(C(F)(F)F)nc2c(=O)oc3ccccc3c21	2	-6	-1	5	-1	6	0	1.9	5	2
37	CCCCCCCC(=O)NNC(=O)c1c(O)c2ccccc2n(CC)c1=O	0	-1	0	-4	-2	8	-8	-0.4	-2	-5
38	CCOC(=O)c1[nH]c(C)c(/C(O)=C2\C(=O)C(=O)N(CCCN3CCOCC3)C2c2cccnc2)c1C (configuration not stated)	5	3	9	2	0	-8	4	-0.8	1	2
39	COC(=O)c1cccc(N(C(=O)c2ccco2)C(C(=O)NC2CCCC2)c2ccco2)c1 (configuration not stated)	-2	5	-2	-6	-2	-2	0	-3.2	2	0
40	O=C(Nc1ncc2c(n1)CC(c1cccc(Cl)c1)CC2=O)c1ccco1 (configuration not stated)	-3	-1	2	2	-5	3	0	2.9	18	9

Quoted from above, compounds 21–29
#	SMILES	HTRA1 inh	mABHD4 FP	PRMT1 inh	rCAG RNA binder	SIAE primary	TDP2 inh	NR1D1 modulator	PG9 binder	TCR CD3 inh	LEDGF integ inh
21	CCCC(=O)NC(c1ccccc1)c1ccc2cccnc2c1O (configuration not stated)	47*	15	0	6	17	-21	-5	-0.4	-8	-3
22	CCN(Cc1ccccc1)C(=O)c1cc2cc(OC)c(OC)cc2[nH]1	7	5	2	-1	-2	-7	9	-0.6	-5	-6
23	Cc1ccc[n+](C(C)C(=O)c2ccc(Cl)cc2)c1 (configuration not stated)	-2	-3	0	0	3	-4	4	-1.6	-7	0
24	Nc1nonc1-n1nnc(C(=O)c2ccccc2)c1-c1ccccc1	-16	-9	1	1	6	-1	2	-1.4	10	-3
25	CCOc1ccc(Nc2nc(Cc3nnc(SCC(=O)NC4CCCC4)n3C)cs2)cc1	1	-5	0	-2	19*	-3	-2	-3.8	7	-1
26	COc1ccc(OCC(O)CN2CCC(CN3C(=O)c4cccc5cccc(c45)C3=O)CC2)cc1 (configuration not stated)	-1	-1	-3	-4	2	-12	-8	-1.5	-2	3
27	CCn1c(SCC(=O)Nc2cc(C)on2)nnc1-c1ccc(S(=O)(=O)N2CCN(C)CC2)cc1	6	3	-3	-7	10	13	-2	-0.2	-7	18*
28	COc1ccc(CC(=O)NNS(=O)(=O)c2cccc([N+](=O)[O-])c2)cc1OC	-3	1	0	3	3	3	-2	-1.0	6	1
29	CCN(C(=O)c1cc(S(=O)(=O)N2CCc3ccccc32)cn1C)c1ccccc1	-8	-3	-2	2	0	0	8	-0.2	1	-4

Next part.
#	SMILES	HTRA1 inh	mABHD4 FP	PRMT1 inh	rCAG RNA binder	SIAE primary	TDP2 inh	NR1D1 modulator	PG9 binder	TCR CD3 inh	LEDGF integ inh
41	O=C(c1ccc(N2CCCCC2)c([N+](=O)[O-])c1)N(c1ccccn1)c1ccccn1	1	1	-2	-4	6	0	2	-1.6	-1	0
42	O=C(OCC(=O)N1CCCCCC1)c1ccc(F)cc1F	2	-2	-6	0	5	-11	0	-1.7	3	9
43	Cc1ccc(C(=O)N(C)[C@H]2C[C@H]3c4[nH]c5c(-c6ccccc6)cccc5c4CCN3C(=O)[C@H]2[C@H](C)O)cc1	.	-11	-1	7	-29	-16	3	-0.6	-12	3
44	COCCNC(=O)NC(=O)COC(=O)Cc1ccc2c(c1)OCCO2	0	1	-2	0	-4	13	-1	0.6	0	-1
45	Cc1ccc(S(=O)(=O)CC(=O)Nc2ccc(F)c(F)c2F)cc1	0	-2	-2	-2	0	5	-4	-3.5	10	2
46	COc1cc(OC)c(OC)cc1/C=N/NC(=O)c1cnccn1	-2	7	2	-3	3	2	-3	-2.1	-3	0
47	CCCC(=O)NC(Nc1ccc(S(=O)(=O)Nc2ncccn2)cc1)(C(=O)OCC)C(F)(F)F (configuration not stated)	-1	-2	-1	-1	7	16	-3	-2.3	5	0
48	CCCCn1c(N)c(N(CC(C)C)C(=O)CCC2CCCCC2)c(=O)[nH]c1=O	-1	3	2	-7	-5	3	-2	-2.2	8	0
49	CN1c2ccccc2-c2nc3ccccc3n2C1c1ccccn1 (configuration not stated)	-7	7	-3	1	2	8	1	-1.9	7	-1
50	Cc1c(NC(=O)C2CCCN(S(=O)(=O)c3cnc[nH]3)C2)c(=O)n(-c2ccccc2)n1C (configuration not stated)	-3	3	1	0	12	6	2	-1.4	-3	-4
51	COc1ccc(CCNc2ccncn2)cc1	10	0	3	1	0	15	-3	0.7	3	-3
52	C=CCn1c(COc2ccccc2)nnc1SCC(=O)N/N=C/c1cc(Cl)ccc1O	-5	9	-1	4	5	3	3	-1.9	6	-5
53	CCS(=O)(=O)N1CCC(C(=O)NC2CCCCCCC2)CC1	4	-10	4	-2	14	-1	0	-1.1	0	5
54	CCCCCC1CC(=O)N(Cc2ccccc2)C(=O)N1 (configuration not stated)	-7	8	-2	-2	4	-1	8	-0.8	3	-1
55	CSc1ncccc1C(=O)N1CCN(S(=O)(=O)c2ccc(F)cc2)CC1	-3	-5	2	-2	-1	3	0	1.0	-2	-2
